# Assay outcomes deposited in PubChem BioAssay by several laboratories.
# ABHD5-PLIN5 inh = blocks binding of human ABHD5 to perilipin-5; Q00G26+Q8WTS1; Split G. princeps luciferase complementation, luminescence, 4 h; inhibition, % at 4 µM; 0.78% of 360,000 active; AID 602281;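 active means inhibition above the mean inhibition across every tested compound plus 3 SD, cut at about 22% in these data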;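 further: 0% = DMSO only wells and the 100% control is not disclosed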
# Granule exo inh = lytic granule exocytosis inhibition; TALL-104 LAMP-1 surface exposure, flow cytometry; cells stimulated with thapsigargin and PMA; 0.66% of 360,000 active; inhibition, % at 10 µM;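 active means inhibition above about 55%, limit read from the data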
# hiPSC survival = hiPSC single-cell survival enhancement; ATPlite luminescence; 100% = ROCK inhibitor wells, 0% = DMSO; survival enhancement, % at 20 µM; 0.044% of 360,000 active; AID 602274; in the data active means survival enhancement above about 18%;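 further: cells exposed to compounds for 16 hours before the ATP read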
# Cardio protect = modulators protecting cardiomyocytes from myocardial damage; 0.63% of 360,000 active; H9c2 cardiomyocytes, H2O2 injury protection, ATPLite, 2 h; protection from H2O2 cell death, % at 20 µM;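 active means compounds giving at least 50% protection of heart cells from peroxide-induced death in the single-dose screen, raw or plate-pattern-corrected value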;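 further: 0% = DMSO wells with peroxide and 100% = DMSO wells without peroxide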
# MC4R ag barr = activates human MC4R beta-arrestin recruitment. activation, % at 8.9 µM. P32245. AID 540308. 0.98% of 360,000 active. U2OS MC4R beta-arrestin complementation, luminescence; percent of melanotan II response, DMSO zero;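 active means activation above a per-plate cutoff, the mean activation of sample wells on that plate plus 3 SD, cut at about 8% in these data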
# Target sequence (P32245 whole entry, looked up): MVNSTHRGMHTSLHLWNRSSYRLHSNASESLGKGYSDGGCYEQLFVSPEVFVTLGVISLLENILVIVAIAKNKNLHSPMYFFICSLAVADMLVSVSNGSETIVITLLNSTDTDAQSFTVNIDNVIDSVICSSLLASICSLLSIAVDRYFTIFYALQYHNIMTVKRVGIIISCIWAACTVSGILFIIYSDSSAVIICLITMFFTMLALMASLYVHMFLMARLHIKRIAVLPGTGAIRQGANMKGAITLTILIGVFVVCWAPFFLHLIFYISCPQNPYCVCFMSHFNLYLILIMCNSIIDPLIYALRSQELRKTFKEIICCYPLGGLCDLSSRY
# Glyco luc inh = blocks N-linked glycosylation in D54 reporter cells | reporter increase, % at 12.5 µM | 0.23% of 360,000 active | D54 ERlucT glycosylation luciferase reporter, 24 h; percent of 100 nM tunicamycin response;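 active means mean luciferase reporter signal, scaled so untreated is 0 and the glycosylation-blocking control 100, at or above a set limit in every replicate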;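 further: luciferase carries N-glycosylation sites so blocking glycosylation raises the light; 0% = median of neutral control wells and 100% = median of 100 nM tunicamycin wells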
# aDG glyco up = increases alpha dystroglycan glycosylation. Pro5-aDG cells, alpha-DG glycosylation AlphaScreen (IIH6); 0% Pro5, 100% B10-LARGE cell signal. activation, % at 10 µM. 0.22% of 360,000 active;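 active means activation of at least 8% versus controls, or a plate z-score of at least 8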;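 further: Pro5 are CHO cells carrying HIG-tagged alpha-DG that lacks glycosylation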
# m5-HT2A agonist = mouse HTR2A agonism via beta-arrestin recruitment; P35363; CHO-K1 mHTR2A beta-arrestin complementation, luminescence; percent of 30 µM serotonin response; activation, % at 7.6 µM; 0.66% of 360,000 active;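 active means activation above a run cutoff, the mean activation of all tested compounds plus 3 SD, cut at about 14% in these data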;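 further: 0% = plate median of compound wells and 100% = 30 µM serotonin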
# Target sequence (P35363 whole entry, looked up): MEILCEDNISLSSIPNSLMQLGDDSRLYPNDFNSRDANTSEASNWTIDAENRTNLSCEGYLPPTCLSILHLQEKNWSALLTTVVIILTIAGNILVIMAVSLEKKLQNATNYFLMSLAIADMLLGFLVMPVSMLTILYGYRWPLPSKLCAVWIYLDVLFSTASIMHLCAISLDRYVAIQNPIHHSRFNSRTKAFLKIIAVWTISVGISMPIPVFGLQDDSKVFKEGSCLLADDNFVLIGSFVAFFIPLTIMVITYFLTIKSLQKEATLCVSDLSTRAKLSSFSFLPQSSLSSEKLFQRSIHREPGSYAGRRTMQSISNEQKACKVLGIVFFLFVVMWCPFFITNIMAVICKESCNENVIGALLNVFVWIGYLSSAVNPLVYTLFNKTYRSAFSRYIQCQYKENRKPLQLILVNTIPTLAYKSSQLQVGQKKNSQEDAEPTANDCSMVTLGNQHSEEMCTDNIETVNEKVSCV
# ABCB6 inh MLPCN = blocks the human ABCB6 transporter; 0.19% of 360,000 active; fluorescence ratio to DMSO, % at 10 µM; K562-ABCB6 porphyrin accumulation, flow cytometry, 1 h; active compounds read low; AID 602162; Q9NP58;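 active means fluorescence ratio to DMSO below 75%, the collection mean minus 3 SD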;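 further: signal is porphyrin accumulated inside mitochondria; 100% equals median channel fluorescence of DMSO control wells; lower ratio means ABCB6 inhibition with less porphyrin fluorescence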
# MC4R antag cAMP = human MC4R antagonism in cAMP assay | P32245 | MC4R-expressing cells, MTII-stimulated cAMP, LANCE TR-FRET | inhibition, % at 6.5 µM | 0.48% of 360,000 active | AID 540295;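 active means inhibition above its plate's cutoff, the mean of tested wells on that plate plus 3 SD, cut at about 29% in these data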;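 further: 0% = Melanotan II alone and 100% = Melanotan II plus saturating MCL0020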
#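 Test system: U2OS cells stably expressing human melanocortin 4 receptor (MC4R); also added: Melanotan II challenge; compound: 6.5 µM single dose; timing: 30-min compound preincubation, 1-h Melanotan II challenge, 1-h detection, room temperature; signal: Eu-cAMP/anti-cAMP TR-FRET, emission 671 nm; repeats: one well per compound, no replicates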
# Active calls of the source: *; . = no result given; & = joins results of further samples.
# Below each compound – ABHD5-PLIN5 inh	Granule exo inh	hiPSC survival	Cardio protect	MC4R ag barr	Glyco luc inh	aDG glyco up	m5-HT2A agonist	ABCB6 inh MLPCN	MC4R antag cAMP
COc1ccc(C2C(C(=O)c3ccco3)=C(O)C(=O)N2Cc2cccnc2)cc1OC (stereo not drawn)
 : 8.4	-2.5	-1.2	-4.9	-2.1	2.1	-0.1	5.2	101.0	7.7
CN(C)S(=O)(=O)c1cc(NC(=O)COC(=O)/C=C/c2ccco2)ccc1Cl
 : 21.7	-1.1	1.2	8.2	1.2	0.5	1.2	3.2	102.0	-3.4
CSc1ccc(NC(=O)NCc2ccccc2)cc1
 : -2.8	-1.6	1.7	-2.1	-0.8	-2.7	0.0	-3.7	91.0	-4.3
COc1cccc(/C=C2\SC(=S)N(C(C(=O)O)c3ccccc3)C2=O)c1OC (stereo not drawn)
 : -16.1	-10.4	-0.6	-4.6	-2.2	-0.6	0.0	0.5	94.0	-0.3
O=C(NNC(=O)c1cnccc1C(F)(F)F)c1ccc(Cl)cc1
 : 4.0	1.9	-0.1	-2.1	-1.1	0.7	0.0	3.1	94.0	8.9
CC(=O)Nc1ccc(NC(=O)C(C)OC(=O)CCCN2C(=O)c3cccc4cccc(c34)C2=O)cc1 (stereo not drawn)
 : 11.0	0.5	1.5	11.0	0.1	-0.5	0.1	4.7	98.0	9.8
COc1cccc(OCC(O)CN2CCN(C(c3ccccc3)c3ccccc3)CC2)c1 (stereo not drawn)
 : 6.1	17.7	-0.9	3.0	3.8	-3.1	0.1	-5.4	98.0	11.2
CCCCCc1ccnc(CC(=O)c2ccc(OC)cc2)c1
 : 4.9	8.1	-2.3	-9.2	-0.4	1.7	-0.1	-0.1	94.0	16.8
CCN(c1cccc2ccccc12)S(=O)(=O)c1cccs1
 : 4.5	-4.4	-1.2	-27.2	1.7	-1.9	0.4	0.5	104.0	7.5
CCN1CCN(C(=O)C(=O)c2c(C)[nH]c3ccccc23)CC1
 : -1.9	2.3	-0.2	-2.6	-1.0	0.1	0.0	-3.8	98.0	-0.1
Cc1ccc(C(=O)NC(=S)Nn2cnnc2)cc1
 : -6.6	-5.3	4.2	0.2	-2.6	2.2	0.1	-4.5	97.0	-0.9
CCC(=O)N1CCc2cc(S(=O)(=O)CCC(=O)Nc3ccc(CC)cc3)ccc21
 : -0.5	-1.8	-1.2	6.3	-2.0	-0.9	-0.1	-1.5	100.0	2.5
CCCNC(=O)NC(=O)CSc1nc2ccccc2c(=O)n1Cc1ccncc1
 : -1.0	-4.0	0.7	9.5	3.1	-4.3	-0.1	7.7	98.0	-3.2
COC(=O)CN1C(=O)C(C)=C(c2ccc(C)cc2)S1(=O)=O
 : 0.2	5.8	1.1	0.7	-2.0	2.1	0.0	0.6	101.0	10.2
Cc1c(O)ccc2c(CN3CCN(C/C=C/c4ccccc4)CC3)cc(=O)oc12
 : 4.7	-8.5	-0.5	19.9	0.3	-5.2	0.4	-5.5	159.0	1.9
Cc1csc(=O)n1CCC(=O)OC(C)C(=O)NCc1ccccc1 (stereo not drawn)
 : -9.2	-3.4	-0.5	0.3	1.9	-1.2	-0.2	-0.6	101.0	0.3
CCOC1=C2CN(S(=O)(=O)c3ccc(C)cc3)C(c3ccc(CC)cc3)CC2n2c(=O)n(-c3ccccc3)c(=O)n2C1 (stereo not drawn)
 : 7.2	-3.2	.	.	.	.	-0.2	-4.0	.	.
Cc1ccc(N2C(=O)C3C4C=CC(CNC(=S)N5CCN(c6cccc(C)c6)C(C)C5)(O4)C3C2=O)cc1 (stereo not drawn)
 : 6.2	11.9	2.9	1.0	1.5	7.7	0.0	-0.9	91.0	14.8
COc1ccc(NS(=O)(=O)c2cc(NC(=O)CNC(=O)c3cccc(OC)c3)ccc2C)cc1
 : -2.3	-0.5	-0.8	0.5	-0.4	1.3	-0.1	-3.3	109.0	-1.9
CCc1nc2c(OCC(=O)C(C)(C)C)cccn2c1N(C=O)Cc1ccccc1
 : 1.6	-4.2	2.5	-6.8	-1.2	-0.8	0.0	0.5	93.0	17.1
COC[C@@H]1CCCN1c1ccc2c(c1)O[C@H](COCc1ccccc1)CN([C@@H](C)c1ccccc1)S2(=O)=O
 : 3.9	-4.7	-0.2	.	.	.	-0.5	-0.1	116.0	.
CC1(C)Cc2nc3sc4c(N(CCO)CCO)nnnc4c3cc2CO1
 : -2.8	0.3	0.5	1.3	-1.6	0.9	-0.1	-1.2	86.0	-7.0
COc1ccc(-c2ccc(N(C)C)cc2)cc1[C@H]1[C@@H]2C=CCC[C@@]2(C)C(=O)N1Cc1ccccc1
 : -1.4	0.5	0.1	-20.0	0.4	-4.1	-0.8	-8.1	93.0	10.5
COc1cc(C(=O)N(C)C2CCCN(Cc3ccccc3F)C2)cc(OC)c1OC (stereo not drawn)
 : -15.2	-3.3	-0.8	-5.0	1.4	-1.1	0.0	8.4	103.0	-3.1
CC1=C(C(=O)Nc2ccc(C)cc2C)C(c2ccc(C)o2)NC(=S)N1 (stereo not drawn)
 : 2.2	2.9	-1.0	12.9	1.0	-1.2	0.3	-0.2	102.0	10.9
COC(=O)c1sc(S(=O)(=O)Nc2ccc(C)cc2)c(C(=O)OC)c1C
 : -5.0	1.6	0.3	1.9	2.7	1.6	0.0	0.5	98.0	-1.0
O=C(CCCCC(=O)OCC1CCCO1)OCC1CCCO1 (stereo not drawn)
 : -0.5	-1.0	0.6	4.6	-2.1	0.6	-0.2	-4.0	100.0	-3.4
COc1ccc2nc(NC(=O)C3COc4ccccc4O3)sc2c1 (stereo not drawn)
 : -3.7	2.7	0.7	-4.1	-0.7	-9.7	-0.2	-2.4	96.0	-0.2
CC12CCC(C(=O)O)(C/C1=N\O)C2(C)C (stereo not drawn)
 : 2.8&-0.2	-3.7&-3.0	-1.4&3.8	-1.2&1.5	-1.5&2.0	2.1&-1.4	-0.2&0.1	-0.7&-1.7	90.0&90.0	-0.8&-5.8
CC(=O)N1CCc2c(sc(NC(=O)CN3C(=O)c4ccccc4C3=O)c2C(N)=O)C1
 : 3.2	-5.3	0.0	13.0	0.2	2.3	0.0	2.6	99.0	-5.6
COc1ccc(S(=O)(=O)N2CCCCC2)cc1C(=O)NC1CCS(=O)(=O)C1 (stereo not drawn)
 : -1.3	2.0	-0.8	2.0	0.8	-0.5	-0.3	1.0	99.0	11.1
CC(C)c1ccc(NC(=O)c2ccc3snnc3c2)cc1
 : 0.7	-1.0	-0.5	-3.5	2.5	-4.7	0.2	-5.5	105.0	-4.4
CCOC(=O)Nc1cccc(OCC(=O)Nc2ccc3c(c2)CCC3)c1
 : -6.8	0.5	0.1	-1.9	-3.0	-2.4	0.2	-10.4	98.0	2.2
O=C1C=CC(=O)c2c(O)c(CO)c(CO)c(O)c21
 : -12.3	6.4	-2.5	-20.0	-2.3	-0.8	0.0	0.7	104.0	-0.5
Cc1cc(C)cc(NC(=O)C(c2ccccc2)N2CCCC2)c1 (stereo not drawn)
 : -1.4	0.8	5.6	11.6	-0.1	1.8	0.4	-1.0	106.0	2.1
CC(=O)Oc1ccccc1C(=O)Nc1ccccc1C(=O)N1CCCCC1
 : 8.2	0.3	-0.6	-2.4	2.9	5.6	0.4	7.0	104.0	3.7
COc1ccc(NC(=O)N[C@H]2CC[C@@H](CC(=O)NC3CCC3)O[C@@H]2CO)cc1
 : -0.4	0.5	.	.	.	.	0.1	-0.2	.	.
COc1ccc(/C=C2/SC(c3ccc(C)cc3)=NC2=O)cc1OC
 : -12.2	-0.8	3.0	10.6	-0.3	1.4	0.2	-2.7	129.0	-1.2
COc1ccc(C(CNC(=O)C(CCSC)NC(=O)c2ccccc2Cl)N2CCCCC2)cc1 (stereo not drawn)
 : -6.8	-2.6	-0.6	0.2	-0.3	-0.4	0.1	-4.7	94.0	5.3
CC1(C)CN(c2ccc(Br)cc2Br)C1=O
 : 0.6	-2.6	-0.9	-5.0	0.2	1.2	0.0	-2.2	96.0	1.4

# Whole records, quoted from the list.
# Results for Cc1cc(C)cc(NC(=O)C(c2ccccc2)N2CCCC2)c1 (stereo not drawn) = ABHD5-PLIN5 inh = -1.4; Granule exo inh = 0.8; hiPSC survival = 5.6; Cardio protect = 11.6; MC4R ag barr = -0.1; Glyco luc inh = 1.8; aDG glyco up = 0.4; m5-HT2A agonist = -1.0; ABCB6 inh MLPCN = 106.0; MC4R antag cAMP = 2.1
# Results for COC(=O)c1sc(S(=O)(=O)Nc2ccc(C)cc2)c(C(=O)OC)c1C = ABHD5-PLIN5 inh = -5.0; Granule exo inh = 1.6; hiPSC survival = 0.3; Cardio protect = 1.9; MC4R ag barr = 2.7; Glyco luc inh = 1.6; aDG glyco up = 0.0; m5-HT2A agonist = 0.5; ABCB6 inh MLPCN = 98.0; MC4R antag cAMP = -1.0

# Next section
# Below each compound – ABHD5-PLIN5 inh	Granule exo inh	hiPSC survival	Cardio protect	MC4R ag barr	Glyco luc inh	aDG glyco up	m5-HT2A agonist	ABCB6 inh MLPCN	MC4R antag cAMP
COc1cc(NS(=O)(=O)c2ccc(NC(=O)c3ccc(C)o3)cc2)nc(OC)n1
 : 4.4	1.0	2.8	1.5	-0.2	-0.6	0.1	-3.8	89.0	-0.1
CCN1C(=O)[C@H]2[C@H]3CN=C(SCC4CC4)N3[C@@](Cc3ccccc3)(C(=O)OC)[C@H]2C1=O
 : 8.5	1.7	-2.0	14.1	1.0	1.2	-0.1	8.9	94.0	4.4
N#Cc1nc(/C=C/c2ccccc2)oc1NCCCN1CCOCC1
 : 5.5	-3.5	0.2	-3.5	-0.5	-2.4	0.2	-8.8	99.0	-12.7
Cc1ccc(C(=O)OCC(=O)Nc2ccc3c(c2)OCO3)o1
 : 3.5	0.0	2.4	4.7	0.6	0.4	0.3	6.9	96.0	10.2
CCc1ccc(NC(=O)NCc2cccnc2)cc1
 : -10.1	7.7	0.3	-2.4	-3.3	.	-0.1	1.4	98.0	-3.0
NS(=O)(=O)c1ccc(CNc2nc(-c3cccnc3)nc3ccccc23)cc1
 : 0.8	-2.7	-0.2	6.6	0.4	5.5	-0.1	-4.2	95.0	-0.2
NC(=O)C1=CC2C3C=CC2(O)C(=O)OC3O1 (stereo not drawn)
 : -3.5	-1.6	-3.4	2.0	0.8	-0.5	0.8	0.6	104.0	-6.3
O=C(COC(=O)c1n[nH]c2ccccc12)c1ccc(F)c(F)c1
 : -0.3	1.8	-0.2	0.5	1.7	0.8	0.0	3.2	94.0	-9.8
NC(=O)CC(NC(=O)c1ccccc1)c1ccc(NCCOc2ccccc2)c([N+](=O)[O-])c1 (stereo not drawn)
 : 7.5	4.2	2.1	-2.5	-1.6	1.2	0.0	-6.6	84.0	4.4
CCOC(=O)c1ccoc1CSCc1ccc(C(=O)OC)o1
 : 0.6	-2.0	4.6	12.9	0.4	-0.7	0.3	-1.4	110.0	22.4

# Some values from the list.
# CCCCCc1ccnc(CC(=O)c2ccc(OC)cc2)c1 @ aDG glyco up: -0.1
# NC(=O)C1=CC2C3C=CC2(O)C(=O)OC3O1 (stereo not drawn) @ MC4R antag cAMP: -6.3
# CCN(c1cccc2ccccc12)S(=O)(=O)c1cccs1 @ Cardio protect: -27.2
# CSc1ccc(NC(=O)NCc2ccccc2)cc1 @ ABCB6 inh MLPCN: 91.0
